CRFBP-R2 block: blocks CRF-induced signaling of the CRF-BP/CRF-R2 complex. HEK293 CRF-R2/CRF-BP, CRF-induced calcium fluorescence. inhibition, % at 11.8 µM. 0.59% of 350,000 active;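 active means inhibition of the ligand-induced calcium signal above about 50% at the single tested concentration, limit read from the data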
GalR3 antag: blocks the human galanin receptor 3 | HEK293 GalR3-CNG cAMP membrane potential fluorescence; galR3 body fused to GalR1 C-terminus | 0.44% of 360,000 active | inhibition, % at 3 µM | O60755;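 active means inhibition above the screen-wide average plus 3 SD, cut at about 13% in these data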;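 further: forskolin and galanin both at EC90 stimulate the cells; cAMP rise reported by CNG channel membrane potential dye signal; 0% = forskolin plus galanin with DMSO and 100% = forskolin alone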
IDE cell activ: IDE (human) activation, cell-based | HEK cells, FAbeta-B cleavage, fluorescence polarization; 0% vehicle, 100% cell-free pure enzyme wells | activation, % at 5.96 µM | 0.073% of 340,000 active | P14735;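 active means activation above the mean of all tested compounds plus 3 SD, set per screening campaign, cut at about 17% in these data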
Target sequence (P14735 whole entry, looked up): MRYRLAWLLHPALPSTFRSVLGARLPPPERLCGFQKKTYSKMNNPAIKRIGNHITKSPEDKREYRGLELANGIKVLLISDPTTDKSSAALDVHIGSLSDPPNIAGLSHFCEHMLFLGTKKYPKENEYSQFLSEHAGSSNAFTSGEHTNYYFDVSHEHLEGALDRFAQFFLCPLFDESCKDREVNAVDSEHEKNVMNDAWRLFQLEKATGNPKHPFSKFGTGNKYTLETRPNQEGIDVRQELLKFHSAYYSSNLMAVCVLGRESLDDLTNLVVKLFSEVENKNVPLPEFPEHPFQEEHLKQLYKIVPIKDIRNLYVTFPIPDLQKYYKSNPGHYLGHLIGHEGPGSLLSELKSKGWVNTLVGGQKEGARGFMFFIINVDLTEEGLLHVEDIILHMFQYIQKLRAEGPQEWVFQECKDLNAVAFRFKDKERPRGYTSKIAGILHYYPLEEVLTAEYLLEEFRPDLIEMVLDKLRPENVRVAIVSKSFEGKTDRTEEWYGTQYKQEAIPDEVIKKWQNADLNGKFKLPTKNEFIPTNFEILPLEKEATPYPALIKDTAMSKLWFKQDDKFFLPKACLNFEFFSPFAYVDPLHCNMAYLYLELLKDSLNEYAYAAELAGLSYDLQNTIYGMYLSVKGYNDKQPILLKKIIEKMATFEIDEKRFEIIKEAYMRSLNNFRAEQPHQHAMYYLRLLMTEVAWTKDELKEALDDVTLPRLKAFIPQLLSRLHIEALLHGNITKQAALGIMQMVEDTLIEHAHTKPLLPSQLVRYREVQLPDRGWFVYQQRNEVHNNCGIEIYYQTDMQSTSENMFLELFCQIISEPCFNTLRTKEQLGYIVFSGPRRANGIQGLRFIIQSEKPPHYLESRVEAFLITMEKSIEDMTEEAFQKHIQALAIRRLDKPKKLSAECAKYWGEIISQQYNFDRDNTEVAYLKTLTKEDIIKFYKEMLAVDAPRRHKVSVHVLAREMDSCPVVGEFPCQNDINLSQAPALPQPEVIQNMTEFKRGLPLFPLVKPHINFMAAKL
Numbers without * were called inactive.

SMILES	CRFBP-R2 block	GalR3 antag	IDE cell activ
COc1ccc(C(=O)OCC(=O)Nc2ccc(OC)c(S(=O)(=O)N3CCCCC3)c2)cc1[N+](=O)[O-]	-26	-4	7
O=C(Cc1cccc(NC(=O)C2CCN(C(=O)C3CCC3)CC2)c1)Nc1cccc(C(=O)N2CCOCC2)c1	-12	-6	5
CCOC(=O)C1=CN(Cc2ccco2)S(=O)(=O)N(C)C1c1cccc(OC)c1 (configuration not stated)	29	-5	5
CCOc1ccc(C(=O)Cc2ccccc2)cc1	8	-4	3
COc1cc(Cl)c(CNC[C@H]2O[C@@H](n3cnc(C(N)=O)n3)[C@H](O)[C@@H]2O)c(Cl)c1O	5	-7	-1
CC(=O)C1CCC2C3CC(O)C4=CC(=O)CCC4(C)C3C(=O)CC12C (configuration not stated)	1	-4	-5
N#CCCN(C(=S)NC(=O)c1cccs1)c1ccccc1F	6	-5	-2
CN(C)C(=O)CCc1ccc2c3c([nH]c2c1)[C@]1(CCC2CCCC2)[C@@H](C(=O)N2CCOCC2)C[C@H](CC(=O)NCCN2CCOCC2)C(=O)N1CC3	12	-5	4
O=C(NCc1ccccc1CN1CCCC1)c1ccc(Cl)c(S(=O)(=O)N2CCCC2)c1	-5	-4	7
CC(Sc1nnc(N)s1)C(=O)c1c(N)n(C)c(=O)n(C)c1=O (configuration not stated)	-4	-5	3
O=C(O)C1(Nc2ccc(Br)cc2)CCCC1	-1	-1	1
CCC1S/C(=N/S(=O)(=O)c2ccc(N)cc2)NC1=O (configuration not stated)	14	-7	2
O=C(Nc1ccccc1)O[C@@H]1C[C@H]2CCCC(=O)N3CC[C@@H](C1)[C@@H]23	-1	-6	2
CCOc1ccc(S(=O)(=O)N2CCCCC2)cc1NC(=O)c1ccccc1	-6	-4	7
COc1cc(C2C3=C(COC3=O)Oc3cc4c(cc32)OCO4)cc(OC)c1OC(C)=O (configuration not stated)	21	-3	-1

By substructure, the entries above containing nitrogen in an aromatic ring.
SMILES	CRFBP-R2 block	GalR3 antag	IDE cell activ
COc1cc(Cl)c(CNC[C@H]2O[C@@H](n3cnc(C(N)=O)n3)[C@H](O)[C@@H]2O)c(Cl)c1O	5	-7	-1
CN(C)C(=O)CCc1ccc2c3c([nH]c2c1)[C@]1(CCC2CCCC2)[C@@H](C(=O)N2CCOCC2)C[C@H](CC(=O)NCCN2CCOCC2)C(=O)N1CC3	12	-5	4
CC(Sc1nnc(N)s1)C(=O)c1c(N)n(C)c(=O)n(C)c1=O (configuration not stated)	-4	-5	3

More records:
SMILES	CRFBP-R2 block	GalR3 antag	IDE cell activ
O=C(CN1CCN(C(=O)c2ccccc2)CC1)Nc1cccc(S(=O)(=O)N2CCCC2)c1	7	-4	0
Nc1ccc2c(c1Br)Cc1ccccc1-2	12	-3	2
Cc1ccccc1-c1cccc([C@@H]2C[C@H]3[C@H](CON3C)CN2Cc2ccccc2)c1	3	-7	-5
O=C1OCCN1C(=O)[C@H]1[C@H](c2ccccc2)C(c2ccc(F)cc2)=NN1c1ccccc1	7	-3	-2
C=CC(=O)N1C/C(=C/c2ccccc2)C(=O)/C(=C\c2ccccc2)C1	-50	-6	2
COc1cc2c(cc1CNC[C@H]1O[C@@H](n3cnc(C(N)=O)n3)[C@H](O)[C@@H]1O)OCO2	10	-6	-3
O=C(C[C@H]1C[C@H](C(=O)N2CCCCC2)[C@@]2(CCc3ccccc3)c3[nH]c4ccc(Cl)cc4c3CCN2C1=O)NCc1ccco1	7	-7	7
CC(=O)c1cccc(NC(=O)CSc2ccc(-c3cccnc3)nn2)c1	-10	-3	-6
CCN1CCN(S(=O)(=O)c2ccc(Cl)c(C(=O)Oc3ccc(CC(=O)OC)cc3)c2)CC1	11	-1	4
Cc1ccc(C(=O)N2CCN(Cc3ccccc3)CC2)cc1S(=O)(=O)N1CCOCC1	18	-5	2
COc1cc2oc(=O)cc(-c3ccc(-c4ccc(CO)cc4)cc3)c2c(OC)c1OC	0	-7	3
NS(=O)(=O)c1ccc(CCNC(=O)COC(=O)/C=C/c2ccc(OC(F)F)cc2)cc1	7	-4	-2
CC[C@]12c3[nH]c4ccc(OC)cc4c3CCN1C(=O)C(CC(=O)NCCCn1ccnc1)C[C@@H]2C(=O)N1CCN(C(=O)C2CC2)CC1 (some centres not stated)	1	-5	3
COc1ccccc1/C=C/C(=O)OCC(=O)NC1CC1	7	-1	-1
Cc1cc(=O)oc2cc(O)cc(OCc3ccccc3)c12	7	-8	-3

Sorted by SMILES length (smallest number first): part of the list above.
SMILES	CRFBP-R2 block	GalR3 antag	IDE cell activ
O=C(O)C1(Nc2ccc(Br)cc2)CCCC1	-1	-1	1
CC(Sc1nnc(N)s1)C(=O)c1c(N)n(C)c(=O)n(C)c1=O (configuration not stated)	-4	-5	3
O=C(Cc1cccc(NC(=O)C2CCN(C(=O)C3CCC3)CC2)c1)Nc1cccc(C(=O)N2CCOCC2)c1	-12	-6	5

(further entries)
SMILES	CRFBP-R2 block	GalR3 antag	IDE cell activ
COc1ccc(C(=O)OCC(=O)N2CC(=O)Nc3ccccc32)cc1Br	4	-3	-3
CC(Sc1ccc(S(=O)(=O)N2CCCCCC2)cn1)C(N)=O (configuration not stated)	1	0	3
COc1ccccc1N1CCN(C(=O)[C@H](C)NS(=O)(=O)c2ccc3c(c2)OCCCO3)CC1	-5	-3	3
CC1(c2ccccc2)NC(=O)N(CC(=O)Nc2ccc(S(=O)(=O)NC3=NCCCCC3)cc2)C1=O (configuration not stated)	-12	3	3
COc1ccc(N(C)S(=O)(=O)c2cccc(C(=O)N3CCN(c4ccccc4)CC3)c2)cc1	10	-3	-4
O=C(NNC(=O)c1cccc2ccccc12)c1ccc(Cl)cc1Cl	-11	-7	6
COc1ccc(NC(=O)CNC(=O)CC23CC4CC(CC(C4)C2)C3)c(OC)c1	-13	1	2
O=C1C=CC(=O)N1c1ccc2ccccc2c1	3	-1	-17
NC(=O)C1CCN(C(=O)c2cccc(S(=O)(=O)N3CCCC3)c2)CC1	5	1	-4
CCCCCn1c(=O)[nH]c2cc(C(=O)N3CCN(c4ccc(F)cc4)CC3)ccc2c1=O	8	2	4
Oc1ccc(Cc2ccccc2Cl)c(O)c1	9	-4	4
COc1ccc(C(CNC(=O)c2cccc(S(=O)(=O)Nc3ccc(F)cc3)c2)N(C)C)cc1 (configuration not stated)	-7	-5	0
Nc1ccn(C2CCCO2)c(=O)n1 (configuration not stated)	12	-5	8
CCOC(=O)N1CCN(S(=O)(=O)c2ccc3c(c2)NC(=O)CO3)CC1	-2	-6	-2
Cc1ccc(NC(=O)CCN2C(=O)NC3(CCCC3)C2=O)cc1	-4	-4	-1
O=C1CCCCC1(c1ccccc1)c1ccccc1	11	-4	-3
Cc1ccc(OCCC(=O)OCC(=O)Nc2ccc(C)c(S(=O)(=O)N3CCOCC3)c2)cc1	-30	-3	4
CC#CCN1C=C(C(=O)OCC)C(C)N(Cc2ccc(Br)cc2)S1(=O)=O (configuration not stated)	2	-9	2
CC(=O)Nc1ccc(S(=O)(=O)NCCC(=O)OCC(=O)NC(C)c2ccc(Cl)cc2)cc1 (configuration not stated)	-2	0	0
N#CC(C#N)=C1SC(=Nc2ccccc2)C(=Nc2ccccc2)N1c1ccccc1	38	-3	5
COC(=O)c1ccc(/C=C2\SC(=S)N(CCCC(=O)N3CCOCC3)C2=O)cc1	-2	-6	1
CN(C)C(=O)CCc1ccc2c3c([nH]c2c1)[C@]1(C)[C@@H](C(=O)N2CCOCC2)C[C@H](CC(=O)NC(C)(C)C)C(=O)N1CC3	-7	-8	2
CC(=O)OCC(=O)C1(O)CCC2C3CCC4=CC(=O)CCC4(C)C3C(O)CC21C (configuration not stated)	-3	-1	2
O=C(NC1(C(=O)O)CCCC1)c1ccccc1	-1	-1	2
O=C(CCN1C(=O)C2CC=CCC2C1=O)Nc1ccc(S(=O)(=O)N2CCCCC2)cc1 (configuration not stated)	0	-1	1
CN(Cc1ccccc1)CC1C2CCC(C2)C1O (configuration not stated)	-3	-3	-1
Cc1ccc(C(=O)NCC(=O)OCC(=O)NC(C)C2CC3CCC2C3)cc1 (configuration not stated)	0	-4	6
CC1CN(C(=O)COC(=O)CSc2ccc([N+](=O)[O-])cc2)CC(C)O1 (configuration not stated)	8	2	1
CCCCCCCCN1N=N[C@H]2[C@H]1[C@@H]1C[C@H]2N(C(=O)OC(C)(C)C)O1	-14	-6	-3
COc1ccc2[nH]c3c(c2c1)CCN1C(=O)C(CC(=O)NCCC2=CCCCC2)C[C@H](C(=O)N2CCOCC2)[C@@]31CCC1CCCC1 (some centres not stated)	28	-3	3
CCC(CC)NC(=O)CN1CCN(S(=O)(=O)c2ccc(Br)s2)CC1	13	-1	4
O=c1cc2c(c(-c3ccccc3)n1Cc1ccccc1)[C@@H](CCO)NC2	-10	-6	1
CCSc1nc(N)nc2c1ncn2C1OC(CO)C(O)C1O (configuration not stated)	-2	-4	4
O=[N+]([O-])c1cccc(COc2ccc(CN3CCCCC3)cc2)c1	13	-5	-1
O=[N+]([O-])c1ccc2[nH]c(=S)[nH]c2c1	10	-8	-15
COc1cc(/C=C(\C(=O)O)c2ccc(S(=O)(=O)N3CCCC3)s2)ccc1OCCC(C)C	6	6	2
O=C(COc1cc(F)ccc1[N+](=O)[O-])Nc1cc(S(=O)(=O)N2CCCC2)ccc1Cl	-7	-1	1
Nc1cc([N+](=O)[O-])ccc1OCc1ccccc1	3	-7	0
CSCCC1NC(=O)C(C(C)=Nc2ccccc2)=C1O (configuration not stated)	-4	-3	-1
Cc1cccc(C=NOCCc2ccccc2)n1	9	-5	0
CCCN(CCC)C(=O)C(c1ccccc1)C1(O)CCCCC1 (configuration not stated)	8	-7	1
CC(Cc1ccccc1)=NNS(=O)(=O)c1ccc([N+](=O)[O-])cc1	8	0	0
Cc1ccc(S(=O)(=O)NCCNS(=O)(=O)c2ccccc2Br)cc1	-12	-4	3
CC1(C2(O)CCCCC2)NCCc2ccccc21 (configuration not stated)	-8	-3	-1
O=[N+]([O-])c1cc([N+](=O)[O-])c(Oc2cccc3ccccc23)cc1NN1CCCCC1	-1	-2	4
O=C(C1CC(=O)N(C2CCCC2)C1)N1CCN(c2cccc(C(F)(F)F)c2)CC1 (configuration not stated)	1	-5	-2
COc1ccc(CNC(=O)C[C@H]2C[C@H](C(=O)N3CCCCC3)[C@@]3(C)c4[nH]c5ccc(Cl)cc5c4CCN3C2=O)cc1OC	13	-2	2
CCC(C)n1c(C)cc(=O)n1C(C)CC (configuration not stated)	-47	-6	0
CCCCN1C(=O)N(CCc2ccc(F)cc2)S(=O)(=O)c2cc(C(F)(F)F)ccc21	-8	0	4
CC[C@]12C(=O)N(C)C[C@H]([C@@H]3C(=O)N(Cc4ccccc4)C(=O)[C@@H]31)N2C(=O)c1ccc(C(C)(C)C)cc1	3	1	3
CCOC(=O)Nc1ccc2c3c(cccc13)-c1ccccc1-2	-27	-4	2
O=C(O)c1ccc(NCc2nc3cc4ccccc4cc3[nH]2)cc1	14	-6	4
Cc1nc(-c2ccc(F)cc2)c(CC(=O)N(C)CC(=O)Nc2ccc(Cl)c(C(F)(F)F)c2)s1	-11	-5	-1
NCC(=O)NCC(=O)NC[C@H]1O[C@@H](n2cnc3c(N)ncnc32)[C@H](O)[C@@H]1O	7	-8	3
CC(=NO)C1CCC2C3CCC4=CC(=NO)CCC4(C)C3C(O)CC12C (configuration not stated)	-9	2	2
CCN(CC)c1ccc(C(=C2C=CC(=[N+](CC)CC)C=C2)c2ccc(N(CC)CC)cc2)cc1	25	32*	7
CN(C)S(=O)(=O)c1ccc(C(=O)N2CCN(S(=O)(=O)c3ccc4c(c3)OCCO4)CC2)cc1	0	-4	3
CN(C)CCCN1c2ccccc2Sc2ccc3ccccc3c21	-16	-6	5
N#Cc1ccc(CC(=O)c2ccccc2)[nH]c1=O	-76	-7	-13
CC(C)[C@H]1COCCS(=O)(=O)N1Cc1ccccc1-c1ccc(C(C)(C)C)cc1	-7	-9	2

Further records
SMILES	CRFBP-R2 block	GalR3 antag	IDE cell activ
Nc1ccc2cc3ccccc3cc2c1	-13	5	-1
CC(C)C[C@H]1CNC(=S)N1CC1CCN(CCCCc2ccccc2)CC1	1	-5	3
COc1ccc(C(=O)CSc2nc(=O)n(Cc3cccnc3)c3c2CCC3)cc1	16	-6	1
OCCN(CCO)c1cc2c3ccccc3ccc2c2ccccc12	-12	-5	6
CC1CCN(C(=O)CCCl)c2ccccc21 (configuration not stated)	4	-7	0
C[C@@H](NS(=O)(=O)c1cc(Cl)ccc1F)[C@H](O)c1ccccc1	-33	-6	3
Cc1ccc(CC(NC(=O)C2CCCCC2)C(=O)O)cc1 (configuration not stated)	12	-7	6
COc1ccc(C2CC(c3cccc(F)c3)=NN2c2ccc(S(N)(=O)=O)cc2)cc1 (configuration not stated)	0	0	5
CCCCN(C(=O)c1cc(-c2ccc(F)cc2)nc2ccccc12)c1c(N)n(CCCC)c(=O)[nH]c1=O	10	-5	1
COc1ccccc1OCCNc1ccc(S(=O)(=O)N2CCCC2)cn1	-5	-1	2
CCC1CC(=O)CCN1S(=O)(=O)c1ccc(C)cc1 (configuration not stated)	-3	-3	6
CCCCN(C(=O)c1cc2c(s1)CCC2)c1c(N)n(CCC)c(=O)[nH]c1=O	-1	-7	7

Retrieved by structure from the entries so far:
SMILES	CRFBP-R2 block	GalR3 antag	IDE cell activ
CC(C)C[C@H]1CNC(=S)N1CC1CCN(CCCCc2ccccc2)CC1	1	-5	3
Nc1ccc2cc3ccccc3cc2c1	-13	5	-1
Cc1ccc(CC(NC(=O)C2CCCCC2)C(=O)O)cc1 (configuration not stated)	12	-7	6
CCC1CC(=O)CCN1S(=O)(=O)c1ccc(C)cc1 (configuration not stated)	-3	-3	6

From PubChem BioAssay

Some of the compounds tested; count on the stated rates, not on these rows.
